Screening results (PubChem)
mABHD4 FP = inhibitors of mouse ABHD4; Q8VD66; purified mABHD4, FP-Rh probe fluorescence polarization; inhibition, % at 8.92 µM; hit rate 0.54% among 370,000; AID 720543;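 active means inhibition exceeding the mean over every tested compound plus 3 SD, cut at about 30% in these data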;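 further: 0% = plate median of compound wells and 100% = S159A mutant with DMSO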
Target sequence (Q8VD66 whole entry, looked up): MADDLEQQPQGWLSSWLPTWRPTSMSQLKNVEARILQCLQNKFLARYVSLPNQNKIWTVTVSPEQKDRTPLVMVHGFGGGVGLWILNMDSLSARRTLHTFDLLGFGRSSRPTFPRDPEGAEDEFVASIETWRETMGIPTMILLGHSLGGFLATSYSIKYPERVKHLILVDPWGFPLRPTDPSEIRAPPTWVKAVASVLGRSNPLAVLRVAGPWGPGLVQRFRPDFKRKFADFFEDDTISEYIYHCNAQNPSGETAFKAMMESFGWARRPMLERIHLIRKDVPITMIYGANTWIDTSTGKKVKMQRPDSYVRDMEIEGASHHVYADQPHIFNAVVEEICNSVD
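Assay system: mouse ABHD4 enzyme, wild type / Also added: fluorescent activity-based probe FP-Rh / Doses: single nominal dose of 8.92 µM, 0.89% DMSO final / Timing: 45 min compound pre-incubation plus 60 min probe step, 25 °C / Signal: FP readout, ex 525 nm / em 598 nm / Control set: S159A mutant/DMSO as 100%, compound-well median as 0%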
PG9 binder = PG9 antibody binding by small molecule; TR-FRET gp120-PG9 antibody binding; inhibition, % at 6.7 µM; hit rate 0.43% among 360,000; AID 624416; in the data active means inhibition above about 8.5%
SIAE primary = human SIAE inhibition, primary screen | Q9HAT2 | SIAE FP-Rh probe binding, fluorescence polarization | inhibition, % at 9.66 µM | hit rate 0.69% among 370,000;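 active means inhibition above a cutoff: mean of compounds within the control limits plus 3 SD of those, cut at about 17% in these data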;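 further: 0% = plate median of compound wells and 100% = probe without SIAE protein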
Target sequence (Q9HAT2 whole entry, looked up): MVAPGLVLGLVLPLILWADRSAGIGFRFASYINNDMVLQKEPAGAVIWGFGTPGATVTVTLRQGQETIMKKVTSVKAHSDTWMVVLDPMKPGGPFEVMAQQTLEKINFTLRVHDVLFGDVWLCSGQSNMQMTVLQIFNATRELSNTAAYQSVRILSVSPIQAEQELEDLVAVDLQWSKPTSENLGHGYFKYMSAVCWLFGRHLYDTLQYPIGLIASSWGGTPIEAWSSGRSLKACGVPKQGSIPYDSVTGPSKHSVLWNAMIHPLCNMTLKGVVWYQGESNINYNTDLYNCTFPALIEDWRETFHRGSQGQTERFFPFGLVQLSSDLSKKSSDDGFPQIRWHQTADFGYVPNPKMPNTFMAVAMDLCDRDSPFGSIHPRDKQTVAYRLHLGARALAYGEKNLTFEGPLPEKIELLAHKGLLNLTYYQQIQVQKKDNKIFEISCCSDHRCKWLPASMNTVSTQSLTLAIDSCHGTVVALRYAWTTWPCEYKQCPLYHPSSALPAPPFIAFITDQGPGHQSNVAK
TDP2 absorb = blocks human TDP2 phosphodiesterase activity | AID 720702 | hit rate 0.34% among 370,000 | inhibition, % at 12.8 µM | recombinant TDP2, T5PNP hydrolysis, p-nitrophenol absorbance 415 nm | O95551;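 active means inhibition above the mean of all tested compounds plus 3 SD, set per campaign, cut at about 25% in these data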;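 further: 0% = DMSO with enzyme and 100% = buffer with substrate but no TDP2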
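test system = human TDP2 enzyme | input = TDP2 enzyme at 120 nM final | medium = 50 mM Tris-HCl pH 7.5 with Mg2+, KCl, DTT, BSA | also added = T5PNP substrate, 5 mM | times = 2 h at 37 °C | technique = epi absorbance | benchmarks = high control without enzyme, low control DMSO plus TDP2 | replication = each compound tested once, singlicate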
PRMT1 inh = PRMT1 (human) inhibition, primary screen; inhibition, % at 2.79 µM; AID 652257; recombinant PRMT1, activity-based probe fluorescence polarization; hit rate 1.3% among 370,000;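 active means inhibition above about 21% made by adding two undisclosed values, limit read from the data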
rCAG RNA binder = r(CAG) repeat RNA binding; hit rate 1.3% among 370,000; AID 651821; TO-PRO-1 dye displacement fluorescence; inhibition, % at 3 µM;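 active means inhibition above the plate cutoff, the mean of all test compounds on that plate plus 3 SD, cut at about 35% in these data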;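 further: 0% = DMSO alone and 100% = 100 µM mitoxantrone as full dye displacement; higher means more dye released from RNA so lower well fluorescence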
NR1D1 modulator = Rev-erb alpha (human) modulation. P20393. Rev-erbα–FITC-DNA binding, fluorescence polarization, 90 min. activity, % at 10 µM. hit rate 0.79% among 370,000;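 active means activity above about 14%, limit read from the data; passing the limit was not always enough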;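 further: 0% = DMSO wells with 35 nM protein and 100% = DMSO wells with 750 nM protein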
TCR CD3 inh = blocks the human TCR-CD3 interaction | inhibition, % at 9.4 µM | hit rate 0.37% among 360,000 | TAMRA-labeled TCR probe fluorescence, biochemical; in the data active means inhibition above about 19%;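 further: recombinant mutant TCR 2C K166C tagged with TAMRA read by polarization; 0% = receptor in buffer alone and 100% = receptor with positive control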
LEDGF integ inh = blocks HIV-1 LEDGF/p75-dependent DNA integration; TR-FRET IN-LEDGF/p75 DNA integration, Eu/Cy5; hit rate 0.64% among 370,000; inhibition, % at 3.7 µM; AID 743269;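 active means inhibition above the screen-wide mean plus 3 SD, cut at about 13% in these data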;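 further: signal is the Cy5 over europium emission ratio at 671 and 618 nm; 0% = plate median of compound wells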
HTRA1 inh = inhibitors of human serine peptidase HTRA1 | Q92743 | recombinant HTRA1, FP-rhodamine activity-based probe, fluorescence polarization | inhibition, % at 5.96 µM | hit rate 0.5% among 340,000; in the data active means inhibition above about 36%;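 further: 0% = enzyme with DMSO and 100% = wells lacking enzyme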
The depositor's hits bear a star; . = not tested or not shown.

SMILES	mABHD4 FP	PG9 binder	SIAE primary	TDP2 absorb	PRMT1 inh	rCAG RNA binder	NR1D1 modulator	TCR CD3 inh	LEDGF integ inh	HTRA1 inh
O=C(CC1CCCC1)N[C@H](C(=O)N1CCC[C@H]1C(=O)NC1CCCC1)c1ccccc1	-9	-1.3	-2	4	0	0	3	3	1	.
O=C1CN(C(=O)COC(=O)C2CCN(S(=O)(=O)c3ccccc3C(F)(F)F)CC2)c2ccccc2N1	1	1.7	-2	2	2	-4	11	-4	-3	-6
CC1Cc2ccccc2N1C(=O)c1cccnc1 (stereo not given)	-9	-1.4	5	5	-2	4	-1	-2	1	-1
COc1ccc(C2(CNC(=O)Cc3ccc(OC)c(OC)c3)CCCC2)cc1	3	-1.4	3	0	-2	-9	-3	8	2	-13
CCCCNC(=O)C[C@H]1C[C@@]2(C(=O)OC)C(=C[C@H](C(C)(C)C)O[C@@H]2C)N(Cc2cccc3ccccc23)C1=O	-14	.	-2	4	0	6	5	.	-2	.
CCCS(=O)(=O)n1nc(-c2ccc(OC)cc2)cc1N	-5	-1.1	16	12	-4	3	-3	5	-2	-3
O=C(N/C=C/n1cnc2cc(C(F)(F)F)ccc21)c1ccccc1F	-15	-0.4	-5	-1	-1	-7	-5	1	-2	-3
Cc1ccc(S(=O)(=O)N(C)c2ccccc2C(=O)Nc2ccc(F)cc2F)cc1	-5	-1.0	-4	9	-1	-4	11	1	2	-8
CCC(=O)N[C@H]1C=C[C@H](CC(=O)OC)O[C@@H]1CO	2	0.1	3	11	-1	1	0	-5	0	.
O=C(Cn1cccc1)Nc1ccc(F)cc1F	8	-0.2	-4	6	2	-3	1	-3	0	2
CCN(CC)S(=O)(=O)c1ccc(N(C)Cc2cccnc2)nc1	-4	-3.1	-1	-2	3	3	-2	1	0	-3
COc1cc(NC(=O)c2ccc(-c3cn[nH]c3)c3ccoc23)cc(OC)c1OC	-3	-0.4	-23	2	1	5	-3	-3	-3	.
COc1ccc(NS(=O)(=O)c2ccc(C)c(C(=O)NCC(c3ccco3)N3CCCCC3)c2)cc1 (stereo not given)	-13	-0.2	-1	-8	-7	-2	-3	3	1	2
COc1ccccc1N1CCN(C(=O)c2cc3sccc3n2C)CC1	0	-0.6	0	-17	-1	-3	-6	-2	1	-3
CC(C)(C)N(Cc1ccccc1)C(=O)COC(=O)c1ccc(S(=O)(=O)N2CCOCC2)cc1	-3	1.1	2	-1	-1	3	3	1	-1	-13
Cc1cc(/C=C2/NC(=O)N(Cc3ccccc3F)C2=O)c(C)n1C	7	-4.9	2	-1	2	12	5	-2	-3	13
O=C(CCNS(=O)(=O)c1ccccc1C(F)(F)F)NNC(=O)c1csc(N2CCOCC2)n1	3	0.7	0	17	0	2	4	-2	-2	3
CCOc1ccc(NC(=O)c2nn(C)cc2Br)cc1	0	-2.0	-8	10	1	1	1	4	-1	-8
Cc1cc(=O)[nH]c(SCC2COC3(CCCCC3)O2)n1 (stereo not given)	-1	1.6	-2	3	0	0	-2	0	-2	2
CC(=O)Nc1ccc(-c2cc(C(=O)O)c3ccccc3n2)cc1	-6	-1.4	-1	-12	-4	4	-9	7	-1	5
CC1=NN(C(N)=S)C(=O)C1N=Nc1ccc(S(N)(=O)=O)cc1 (stereo not given)	11	-6.1	-6	-11	8	6	1	-2	-4	3
COCC(=O)N1CCC2CC1c1cc(Cl)ccc12 (stereo not given)	2	-3.5	5	4	0	1	-2	-5	-4	4
NC(=O)CC(NC(=O)c1ccccc1)c1ccc(N2CCN(c3ccc(F)cc3)CC2)c([N+](=O)[O-])c1 (stereo not given)	-3	2.6	3	-7	1	3	-1	-6	2	-7
COc1cc(-c2nnc(SCc3cc(=O)oc4cc(C)ccc34)o2)cc(OC)c1OC	4	-1.6	-1	-4	4	6	10	-4	-2	-27
O=C1c2ccccc2C(O)(c2ccccc2)N1c1ccncc1 (stereo not given)	-3	0.5	-1	-4	2	-6	5	0	1	-12
Cc1ccc(NCN2C(=O)c3ccccc3C2=O)c(C)c1	1	-2.1	-3	2	0	0	-1	0	3	0
COc1ccccc1C(=O)N1CCc2ccccc21	2	-1.8	15	4	2	0	-7	0	-2	0
COc1ccc(C=O)cc1OS(=O)(=O)c1ccccc1[N+](=O)[O-]	-5	0.5	-4	4	2	2	4	1	0	-4
COc1ccc(-c2coc3c(C(=O)NCC4CCOCC4)cccc23)c(C)c1	-6	0.0	1	3	3	0	5	-3	2	.
N#CC1=C(N)NC(SCc2ccccc2)=C(C#N)C12CCCC2	-3	-0.6	6	9	3	4	2	1	1	-8
O=C(Nc1ccc(F)cc1)C1CCCN(c2cnccn2)C1 (stereo not given)	-1	-2.1	-6	-18	-1	-1	-3	4	-4	-2
Cc1ccc(CNC(=O)C2CCCN(S(=O)(=O)N3CCC(C)CC3)C2)cc1 (stereo not given)	-2	-0.9	-6	1	-3	-6	-3	3	-1	-2
Cc1cccc(CSCc2ccc(C(=O)NCC3CCCO3)o2)c1 (stereo not given)	-14	-0.1	0	-7	4	-1	9	0	-8	3
COC(=O)[C@]12C[C@H](CC(=O)NCc3ccc(C)o3)C(=O)N(CCc3ccc(OC)c(OC)c3)C1=C[C@H](C1CCCC1)O[C@@H]2C	1	.	3	-1	1	3	1	.	-3	.
COc1ccc(C2C(C(=O)N3CCOCC3)CCC(=O)N2c2ccc(OC)cc2)cc1 (stereo not given)	-3	2.3	-1	-1	0	-7	1	4	-2	-3
CC1CCCCN1CC(=O)c1c(N)n(Cc2ccccc2)c(=O)n(C)c1=O (stereo not given)	5	-1.4	0	0	-3	4	6	3	-1	5
O=C(CSc1nc2c(sc3ccccc32)c(=O)n1Cc1ccccc1)NCC1CCCO1 (stereo not given)	-3	0.3	7	-13	-1	2	2	7	1	6
CCCCCCCCC(=O)N/N=C/c1cccc(Br)c1	0	1.0	0	6	-2	0	1	1	1	-6
Cn1c(Cc2cccs2)nnc1SCC(=O)Nc1ccccc1F	0	1.4	-4	1	0	-1	1	4	-3	-1
CC(C)N(C(=O)COC(=O)c1cccc(C(=O)OCC(=O)N(C(C)C)C(C)C)n1)C(C)C	2	1.6	-5	5	-5	-11	2	1	-1	.
CCN(CC)c1nc(C)c(C(C)=O)cc1C#N	-7	2.7	-4	0	1	-3	0	-5	1	-2
COc1ccc(-c2nc(C#N)c(N3CCCCCC3)o2)cc1	4	0.3	7	1	0	0	-10	-1	0	4
CN(Cc1ccccc1)C(=O)OCc1cn(Cc2ccc(F)cc2F)nn1	2	.	8	-7	-1	0	4	.	0	.
CCCN1CCN(CCCNC(=O)c2ccc3c(Cl)c4c(nc3c2)CCCC4)CC1	0	0.2	10	5	-4	-7	-2	10	1	1
COc1cccc(C(=O)NCC(=O)OC(C)C(=O)NC23CC4CC(CC(C4)C2)C3)c1 (stereo not given)	-7	0.1	1	0	2	-1	13	-5	-4	-1
O=C1C(=Cc2cccn2-c2ccc(O)cc2)C(=O)c2ccccc21	-5	1.3	0	0	4	12	-21	7	1	2
Cc1ccc(C)c(N2CCN(C(=O)Cc3ccc(NC4=NC5CS(=O)(=O)CC5S4)cc3)CC2)c1 (stereo not given)	-4	-0.8	4	1	-4	7	3	7	5	-1
CC(/C=C/c1ccc2c(c1)OCO2)=N\NC(=O)c1ccccc1	0	-1.0	-5	0	3	-2	1	-10	-2	1

An excerpt from above, reduced to NR1D1 modulator and rCAG RNA binder.
compound	NR1D1 modulator	rCAG RNA binder
O=C1C(=Cc2cccn2-c2ccc(O)cc2)C(=O)c2ccccc21	-21	12
Cc1ccc(C)c(N2CCN(C(=O)Cc3ccc(NC4=NC5CS(=O)(=O)CC5S4)cc3)CC2)c1 (stereo not given)	3	7
CC(/C=C/c1ccc2c(c1)OCO2)=N\NC(=O)c1ccccc1	1	-2

Remaining list, next part
SMILES	mABHD4 FP	PG9 binder	SIAE primary	TDP2 absorb	PRMT1 inh	rCAG RNA binder	NR1D1 modulator	TCR CD3 inh	LEDGF integ inh	HTRA1 inh
CCOC(=O)c1ccc(NC(=O)c2nc[nH]c2C(=O)NCCCCCNC(=O)OC(C)(C)C)cc1	1	-0.9	-45	9	1	1	-4	11	-3	-16
O=c1[nH]c2c(c(=O)[nH]1)OCN(Cc1ccccc1)C2	-1	0.0	3	7	-2	1	-6	3	1	6
Oc1ccc(C(c2nnnn2C2CCCCC2)N2CCOCC2)cc1 (stereo not given)	-5	-3.1	-7	-7	21	2	-3	-10	1	-2
Cc1nn(C(=O)Cn2cc([N+](=O)[O-])cn2)c(C)c1Cl	3	1.0	-1	1	3	0	-9	2	-4	5
COC(=O)c1c(NC(=O)c2ccc(Br)o2)sc(C)c1C	0	1.1	-3	-3	-1	0	4	-5	-2	3
CC(=O)c1cccc(S(=O)(=O)NCCC(=O)NC2CCCCCC2)c1	-3	-1.1	-4	-1	-1	1	-6	-2	2	5
COc1cccc(NC(=O)CN2CCC(C)CC2)c1	-4	1.8	-5	-3	2	-6	7	-1	0	-2
CCN(CC)CCn1c2ccc(F)cc2c2nc(C)sc21	-1	-2.6	-3	3	1	-5	6	8	0	-2
Brc1ccc2nc(C3CCCCC3)c(Cc3ccsc3)n2c1	0	0.1	3	0	0	13	-5	6	4	.
COc1cc(NC(=O)c2ccc(C)cc2)c(OC)cc1NC(=O)CN1CCCCC1	-4	0.2	4	5	-2	-6	0	2	2	-5
O=C(c1ccncc1)c1ccc(N2CCN(C3CC(=O)N(Cc4ccccc4)C3=O)CC2)cc1 (stereo not given)	0	-1.0	2	-3	2	-5	5	-4	2	-4
CN(C)c1ccc(NC(=S)N(CCc2ccccc2)C2CC(=O)N(c3c(Cl)cccc3Cl)C2=O)cc1 (stereo not given)	-3	-2.0	3	-2	0	8	1	5	0	-9
CC(C)CC1NC2(C(=O)N(C)c3ccccc32)C2C(=O)N(C(C)C)C(=O)C12 (stereo not given)	2	2.8	-1	-6	-1	2	3	-5	4	3
Cn1nc(C(F)(F)F)c(/C=N/OC(=O)c2ccccc2)c1SCc1ccccc1Cl	0	-2.3	-3	1	0	1	2	1	3	-7
Cc1c(C(=O)N2CCC2(C)C(=O)O)oc2ccccc12 (stereo not given)	1	-0.2	0	-9	-2	2	-3	7	0	.
O=S(=O)(Nc1cccnc1Cl)c1ccc2c(c1)OCCO2	-3	-1.4	-4	-1	-4	-1	-9	-1	-2	2
CCCCn1c(SCC(=O)NC2CCS(=O)(=O)C2)nc2cc(S(N)(=O)=O)ccc21 (stereo not given)	-1	1.1	3	-7	-1	6	-1	2	-5	8
CCOC(=O)c1c(C)[nH]c(C=O)c1Cc1cccc(Cl)c1	8	1.1	-6	4	-1	-4	-4	6	3	-22
CC(NC(=O)c1ccco1)C(=O)N1CC=C(c2ccccc2)CC1 (stereo not given)	-2	-1.2	6	5	-5	-1	-1	-4	-3	-2
O=C(Nc1ccccc1)N(c1ccccc1)C1C=CS(=O)(=O)C1 (stereo not given)	-2	-4.0	-1	-4	-2	0	-4	5	2	.

This is a subset; count on the stated rates, not on these rows.
